Fh CTSL1 inh – cathepsin L1 inhibition, PFM18AAP counter-screen | recombinant F. hepatica cathepsin L1, Z-Leu-Arg-MCA fluorescence | inhibition, % at 5.96 µM | 300,000 tested, 0.49% active | AID 1906;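 active = inhibition above the mean of all tested compounds plus 3 SD, set per screening campaign, cut at about 17% in these data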;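 also: 0% = plate median of test compound wells and 100% = 1 µM Z-Phe-Ala-diazomethylketone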
VLA-4 inh – inhibition in a human VLA-4 binding assay; P13612; VLA-4 expressing cells, ligand binding flow cytometry; inhibition, % (about 7 µM as worked out from the volumes in the protocol); 330,000 tested, 0.2% active; in the data active = inhibition above about 50%
PP1 counter – blocks human PP1-alpha phosphatase, a PP5 counter-screen | P62136 | purified PP1alpha, OMFP fluorescence | inhibition, % at 6.7 µM | 320,000 tested, 0.9% active;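 active = inhibition above the mean inhibition of all tested compounds plus 3 SD, computed separately for each screening campaign, cut at about 15% in these data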
Target sequence (P62136 whole entry, looked up): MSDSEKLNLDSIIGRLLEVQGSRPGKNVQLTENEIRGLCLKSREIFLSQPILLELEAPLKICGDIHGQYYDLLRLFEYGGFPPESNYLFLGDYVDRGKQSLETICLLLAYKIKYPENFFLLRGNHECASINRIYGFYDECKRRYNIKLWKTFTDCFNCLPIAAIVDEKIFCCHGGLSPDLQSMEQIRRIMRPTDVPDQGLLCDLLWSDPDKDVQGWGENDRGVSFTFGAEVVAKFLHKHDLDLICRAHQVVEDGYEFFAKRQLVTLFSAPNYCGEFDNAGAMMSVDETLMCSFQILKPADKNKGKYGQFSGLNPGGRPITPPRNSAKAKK
HCV core dimer – HCV core protein dimerization inhibition; TR-FRET GST/Flag-core106 dimerization, 1536-well; inhibition, % at 5 µM; 300,000 tested, 0.33% active; AID 1899;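 active = inhibition above the mean of all tested compounds plus 3 SD, set per screening campaign, cut at about 45% in these data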
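Test system: GST/Flag-tagged HCV core106 proteins; Medium: KF-containing HEPES buffer, pH 7.45, DTT, CHAPS, BSA; Times: compound-protein-antibody incubation 4 h at 22.5 °C; Detection: TR-FRET 671 and 617 nm emission; Benchmarks: wells lacking GST-core106 and wells with excess unlabelled core106.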
GRK2 aptamer HTS – inhibitors of human GRK2 displacing RNA aptamer. P25098. inhibition of aptamer binding, % at 10 µM. bead flow cytometry, FAM-aptamer displacement from GRK2. 330,000 tested, 0.59% active;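 active = inhibition of aptamer binding above 40%, roughly 3 SD of noise, on plates passing a quality check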;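 also: median bead fluorescence of bound FAM aptamer so fluorescent compounds give negative values; no value below 0 was filed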
Target sequence (P25098 whole entry, looked up): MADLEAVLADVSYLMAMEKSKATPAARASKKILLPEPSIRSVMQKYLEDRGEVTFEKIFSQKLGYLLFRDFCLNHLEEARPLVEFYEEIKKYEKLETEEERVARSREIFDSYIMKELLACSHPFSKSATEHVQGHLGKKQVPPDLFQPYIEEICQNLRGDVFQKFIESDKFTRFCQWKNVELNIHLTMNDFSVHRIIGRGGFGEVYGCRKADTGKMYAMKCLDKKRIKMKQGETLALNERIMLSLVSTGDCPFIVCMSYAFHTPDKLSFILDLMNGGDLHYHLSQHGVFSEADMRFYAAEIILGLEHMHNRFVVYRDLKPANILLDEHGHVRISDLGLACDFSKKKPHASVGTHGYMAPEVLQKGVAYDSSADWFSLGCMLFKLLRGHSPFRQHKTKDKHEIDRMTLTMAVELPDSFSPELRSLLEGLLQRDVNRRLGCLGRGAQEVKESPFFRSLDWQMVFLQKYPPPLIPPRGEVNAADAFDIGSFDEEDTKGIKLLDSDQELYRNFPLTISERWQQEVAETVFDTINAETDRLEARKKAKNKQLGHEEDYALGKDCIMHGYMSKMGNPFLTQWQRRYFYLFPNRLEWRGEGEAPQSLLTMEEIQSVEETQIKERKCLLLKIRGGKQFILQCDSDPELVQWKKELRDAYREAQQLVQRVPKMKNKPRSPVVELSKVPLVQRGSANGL
PP5 inh – PP5 (human) phosphatase inhibition | P53041 | purified PP5c, OMFP substrate fluorescence | inhibition, % at 6.7 µM | 320,000 tested, 0.18% active;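 active = inhibition above the campaign's mean inhibition across all tested compounds plus 3 SD, cut at about 9.5% in these data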;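 also: 0% = DMSO only and 100% = 100 µM cantharidin control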
JMJD2C inh – human JMJD2C demethylase inhibition; Q9H3R0; GST-JMJD2C(1-420) H3K9me3 demethylation, DELFIA europium; inhibition, % at 2.35 µM; 330,000 tested, 0.069% active;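 active = more than half of a compound's replicate wells show inhibition beyond 50%, single wells judged on their own value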;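 also: signal counts dimethyl H3K9 product captured on neutravidin plate; 0% = median of DMSO wells and 100% = 0.3 times that DMSO median; strong numbers were not always called active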
proCasp7 act – counter-screen: procaspase-7 (human) activation; P55210; recombinant procaspase-7, Ac-DEVD-pNA absorbance 405 nm; D23A/D198A/D206A triple mutant, cannot self-cleave; scale: DMSO 0, 5 µM enzyme 100; activation, % at 8.5 µM; 330,000 tested, 0.093% active; AID 463210;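 active = percent activation above the screen-wide mean plus 3 SD, cut at about 25% in these data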
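System: Uncleavable procaspase-7 mutant enzyme; Amount: 2 µM procaspase-7 mutant as dispensed; Schedule: 1 h compound preincubation, 2 h substrate cleavage, 25 °C; Measured by: 405 nm absorbance of p-nitroaniline; Evaluation: percent activation from buffer-corrected 0–120 min absorbance change; Control set: low DMSO alone, high DMSO plus 5 µM PC-7.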
procasp3 activ – activators of human procaspase-3; activation, % at 8.5 µM; 330,000 tested, 0.11% active; recombinant procaspase-3 D3A, Ac-DEVD-pNA absorbance 405 nm; AID 463141;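 active = activation above the mean of all tested compounds plus 3 SD, cut at about 21% in these data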;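 also: 0% = DMSO alone and 100% = DMSO wells spiked with extra 5 µM PC-3 D3A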
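Assay system – Procaspase-3 D3A mutant, all three cleavage aspartates alanine · Controls – DMSO-only low control, 5 µM PC-3 D3A high control · Schedule – 1 h compound preincubation, 2 h substrate hydrolysis at 25 °C · Signal – 405 nm absorbance of p-nitroaniline, reads at 0 and 120 min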
The depositor's hits bear a star; x = not tested or not shown; & = joins results of further samples.

SMILES | Fh CTSL1 inh | VLA-4 inh | PP1 counter | HCV core dimer | GRK2 aptamer HTS | PP5 inh | JMJD2C inh | proCasp7 act | procasp3 activ
Cc1cc2oc(=O)cc(CN3CCCCC3)c2cc1C(C)C | 3 | 3 | -5 | 8 | 0 | 1.0 | 7 | 12 | 0
Cc1cccc(NC(=O)Cn2cnc3ccccc3c2=O)c1C | -6 | -1 | 1 | 3 | 3 | -1.9 | -10 | -2 | -5
CC1=NN(c2ccccc2)C(=O)C1c1ccccc1 (configuration not stated) | -4 | 16 | -4 | -33 | 6 | 3.2 | 4 | 4 | -2
COC(=O)c1c(NC(=O)CCC(=O)O)sc2c1CCCCC2 | -1 | 18 | -6 | -14 | 2 | 1.6 | -4 | -5 | -2
CCOc1ccccc1NC(=O)CSc1nnc(Cc2cccn2C)n1-c1ccc(F)cc1 | -1 | -14 | -3 | 8 | 15 | 5.6 | -5&-7 | -10 | -15
CCOP(=O)(O)c1ccccc1OCCCCCOc1ccccc1P(=O)(O)OCC | -3 | 3 | 1 | -3 | 0 | 0.8 | -5 | 2 | 7
COc1ccc(OC)c(S(=O)(=O)N2CCC(C(=O)NCc3ccccc3OC)CC2)c1 | 2 | 16 | 2 | -4 | 1 | 0.5 | -10&4 | -5 | 6
Cc1ccccc1C(=O)N1CCc2c([nH]c3ccccc23)C1C(F)(F)F (configuration not stated) | 1 | -4 | -1 | 0 | 0 | 2.9 | 0 | -2 | -1
COc1ccc(CC(=O)N2CCN(c3ccccc3)CC2)cc1OC | 4 | -5 | -3 | -5 | 2 | 2.2 | -1 | 2 | -2
COc1ccc(NC(=O)C2CCN(S(=O)(=O)c3c(C)noc3C)CC2)cc1OC | 5 | 1 | -1 | -1 | 3 | 2.4 | -2 | 6 | -3
CC12CCC(=O)N1C(C(=O)N1CCN(S(=O)(=O)c3ccccc3F)CC1)CS2 (configuration not stated) | -1 | -7 | -2 | 0 | 0 | 2.6 | 26 | -5 | 1
CCN1CCCC1CNC(=O)Cn1cccc1C(=O)c1ccccc1 (configuration not stated) | -2 | 7 | -5 | 2 | 0 | 5.9 | 1 | -9 | 0
Cc1cccc(-c2nnc(SCC(=O)c3ccc(O)cc3O)n2C)c1 | 4 | -30 | 4 | -14 | 0 | 3.0 | 13 | 0 | -3
COCCN(CC(=O)NCc1ccc2c(c1)OCO2)C(=O)CCC(=O)Nc1nccs1 | 3 | -5 | 1 | -2 | 1 | 0.3 | -7 | -6 | 9
COC(=O)c1c(NC(=S)NNC(=O)c2ccc(Cl)s2)sc(C(=O)N(C)C)c1C | 6 | -13 | 2 | 16 | 9 | 3.2 | 1 | -2 | -6
O=C(CCN1C(=O)c2cccc3cccc(c23)C1=O)NCC1CCCO1 (configuration not stated) | -3 | 13 | 0 | -2 | 0 | -1.1 | 0 | 11 | 0
COc1ccc(N(C(=O)Cn2nnc3ccccc32)C(C(=O)NCc2ccco2)c2ccncc2)cc1 (configuration not stated) | -1 | -1 | -1 | -1 | 0 | 1.3 | 0 | -11 | 10
CC(C)=CCN1CCN(Cc2ccc(N3CCNC3=O)cc2)CC1CCO (configuration not stated) | 0 | 0 | -4 | -1 | 0 | -2.6 | 11 | 6 | -2
O=C(Nc1ccncc1)c1cc(S(=O)(=O)N2CCN(c3ccccc3)CC2)ccc1Cl | -2 | 5 | -7 | 1 | 0 | 0.7 | 4 | 4 | 7
CCOC(=O)C1CCN(C(=O)c2cccc(S(=O)(=O)N3c4ccccc4CC3C)c2)CC1 (configuration not stated) | x | 3 | 0 | x | 0 | 0.7 | 4 | -8 | 8

Some of the entries so far, in markdown:
| SMILES | Fh CTSL1 inh | VLA-4 inh | PP1 counter | HCV core dimer | GRK2 aptamer HTS | PP5 inh | JMJD2C inh | proCasp7 act | procasp3 activ |
| --- | --- | --- | --- | --- | --- | --- | --- | --- | --- |
| COc1ccc(NC(=O)C2CCN(S(=O)(=O)c3c(C)noc3C)CC2)cc1OC | 5 | 1 | -1 | -1 | 3 | 2.4 | -2 | 6 | -3 |
| CC12CCC(=O)N1C(C(=O)N1CCN(S(=O)(=O)c3ccccc3F)CC1)CS2 (configuration not stated) | -1 | -7 | -2 | 0 | 0 | 2.6 | 26 | -5 | 1 |
| CCN1CCCC1CNC(=O)Cn1cccc1C(=O)c1ccccc1 (configuration not stated) | -2 | 7 | -5 | 2 | 0 | 5.9 | 1 | -9 | 0 |

Following part:
SMILES | Fh CTSL1 inh | VLA-4 inh | PP1 counter | HCV core dimer | GRK2 aptamer HTS | PP5 inh | JMJD2C inh | proCasp7 act | procasp3 activ
CCCC(=O)OCC(=O)c1[nH]c(C)c(C(C)=O)c1C | -3 | 4 | -3 | 1 | 1 | 0.2 | 0 | 3 | -2
N#Cc1c(-c2ccccc2F)cc(-c2cccnc2)nc1N | 14 | -15 | -4 | -4 | 4 | 1.8 | 5 | 5 | -4
Cc1ccc(CNC(=O)c2cc3c(=O)n4ccccc4nc3n(CC3CCCO3)c2=N)cc1 (configuration not stated) | 2 | -5 | -2 | 12 | 0 | -2.4 | -4 | -5 | -9
Cn1cc(/C=C(\C#N)C(=O)Nc2ccccc2O)c2ccccc21 | 0 | -31 | 4 | -1 | 0 | 2.0 | -9 | -8 | -12
CCCOc1ccc(S(=O)(=O)N2CCCC2)cc1[N+](=O)[O-] | 0 | 9 | 0 | 0 | 0 | 1.5 | 13 | 7 | -2
CSc1n[nH]c(NCc2cccs2)n1 | -1 | -1 | -3 | -1 | 1 | 0.7 | -13 | 11 | 4
CC(=O)Nc1cccc(NC(=O)C(F)(F)F)c1 | 5 | 7 | 1 | 6 | 2 | 1.9 | -2 | -1 | 11
COc1ccccc1CNc1nc2nc(C)cc(=O)n2[nH]1 | 5 | 8 | -2 | -2 | 0 | 1.4 | 7 | -8 | 5
CC(C)(C)S(=O)c1cccs1 (configuration not stated) | 4 | 35 | -4 | -5 | 0 | -1.1 | -11 | 1 | 6
COc1ccc2cc3cc(C(=O)NCCC(C)C)oc3nc2c1 | 2 | 10 | -2 | -3 | 2 | -1.4 | 27 | 8 | 6
COc1cc(/C=N/NC(=O)C2COc3ccccc3O2)cc(OC)c1OC (configuration not stated) | 1 | -5 | 0 | -2 | 0 | 0.6 | -7 | 2 | -4
COCCN(C(=O)CCC(=O)Nc1ccccn1)C(C(=O)NCCC(C)C)c1ccc(C)cc1 (configuration not stated) | -2 | 7 | -1 | 1 | 0 | 1.3 | -18 | 3 | -6
Cc1cc(NS(=O)(=O)c2ccc(OCCNS(C)(=O)=O)cc2)no1 | -3 | 8 | -1 | 0 | 4 | -0.1 | 10 | 0 | 5
CCOC(=O)CSc1nc(NCc2ccco2)c2ccccc2n1 | 6 | -3 | -3 | -3 | 0 | 2.5 | 1 | 1 | 4
COc1cccc(CNC(=O)Cn2nc(C)c([N+](=O)[O-])c2C)c1 | -2 | 3 | -1 | 14 | 13 | 2.0 | -5 | 7 | -3
NS(=O)(=O)c1ccc(NC(=S)N2CCN(C(=O)C3CCCO3)CC2)cc1 (configuration not stated) | -2 | 12 | -2 | 3 | 1 | 2.5 | 5 | -24 | -22
O=C(Nc1cccc(C(F)(F)F)c1)c1cccnc1 | 5 | 0 | 0 | -1 | 0 | 5.6 | 4 | -4 | 6
CCN1CCN(C(=O)N(c2ccccc2)c2ccccc2)CC1 | 2 | 5 | -2 | -7 | 1 | 0.5 | 0 | 7 | -6
CCN(CC)c1ccc(C(=O)Nc2cccc(F)c2)cc1 | 7 | 8 | 0 | -4 | 0 | 2.5 | 9 | 1 | -8
CN1CCCC(OC(=O)CCCC(=O)OC2CCCN(C)C2)C1 (configuration not stated) | -1 | -8 | 1 | -5 | 2 | -0.5 | 22 | 6 | -8
Cc1nc(CN2CCOCC2)cc(=O)[nH]1 | -3 | 21 | -1 | 2 | 48* | 0.2 | -10 | -3 | -2
CC1CC(C)CN(S(=O)(=O)c2ccc3c(c2)oc(=O)n3CC(=O)NCc2cccnc2)C1 (configuration not stated) | 2 | 6 | -1 | 2 | 0 | -1.2 | 0 | -5 | 1
COCC(C)NC(=O)CCS(=O)(=O)c1nc(-c2ccc(OC)cc2)cc(C(F)(F)F)n1 (configuration not stated) | -1 | 6 | 5 | 2 | 2 | 4.4 | 2 | 11 | 3
COC(=O)c1cc(=O)c2c(C)nc(C(Cl)(Cl)Cl)nc2[nH]1 | 2 | -8 | -2 | -4 | 1 | 1.8 | -18 | 6 | 8
Cc1ccc(S(=O)(=O)N(C)C)cc1NC(=O)C(C)OC(=O)/C=C/c1cccs1 (configuration not stated) | -7 | 9 | -1 | -1 | 0 | -1.0 | 9 | 6 | 4
C=CCn1cnc2sc(C(=O)Nc3ccccc3OC)c(C)c2c1=O | 3 | 7 | -7 | 1 | 0 | -2.4 | -14 | 2 | 12
OCCN1CCN(c2ncnc3sc4c(c23)CCCC4)CC1 | 4 | 2 | -2 | -16 | 0 | 0.7 | -16 | 8 | 1
COC(=O)CNC(=O)Cn1c(=O)n(Cc2ccc(F)cc2)c(=O)c2sccc21 | -4 | 16 | 0 | 11 | 2 | -2.2 | 4 | 1 | -7
O=C1NC2(CCC3(CC2)OCCO3)NN1c1ccc(Cl)cc1 | 4 | 10 | 0 | -1 | 3 | -4.2 | -1 | 1 | -5
Cn1cc(Br)cc2nc(C(F)(F)F)nc1-2 | 1 | 6 | 0 | 3 | 1 | -0.6 | 1 | 3 | 2
CCOc1ccc(NC(=O)c2cccc(-n3cccc3)c2)cc1S(=O)(=O)N1CCOCC1 | x | -13 | 22* | x | 43* | 4.1 | -8 | -10 | 6
CC(=O)N1N=C(c2ccc(Br)cc2)OC12CCCC2 | -1 | -1 | -1 | 0 | 6 | -0.6 | 0 | 5 | -7
C=CCN1C(=NC(=O)COc2ccccc2)SC2CS(=O)(=O)CC21 (configuration not stated) | -11 | 24 | -2 | 5 | 4 | 0.9 | 8 | 2 | 14
CC1(C)CC(=O)C=C(NCCN2CCN(C(=S)Nc3ccccc3)CC2)C1 | -2 | 12 | -3 | -6 | 1 | 1.9 | -9 | -9 | -8
C=CCN1CCN(Cc2cnc(Cl)s2)CC1 | 1 | 0 | -11 | 1 | 1 | 2.2 | -8 | 0 | 6
CCC(C)NC(=O)CC(NS(=O)(=O)c1ccc(C)cc1)c1ccc(OC)cc1 (configuration not stated) | 0 | -4 | -5 | -11 | 5 | 2.7 | -6 | 5 | 8
CCCCNC(=O)NS(=O)(=O)c1cnccc1Sc1ccc(Cl)cc1 | -1 | 5 | 0 | 0 | 0 | 1.8 | 4 | -5 | 0

Single records (already shown). Order of screens: Fh CTSL1 inh, VLA-4 inh, PP1 counter, HCV core dimer, GRK2 aptamer HTS, PP5 inh, JMJD2C inh, proCasp7 act, procasp3 activ
`COC(=O)CNC(=O)Cn1c(=O)n(Cc2ccc(F)cc2)c(=O)c2sccc21` is listed with -4, 16, 0, 11, 2, -2.2, 4, 1, -7
`COc1ccc(NC(=O)C2CCN(S(=O)(=O)c3c(C)noc3C)CC2)cc1OC` is listed with 5, 1, -1, -1, 3, 2.4, -2, 6, -3
`CC12CCC(=O)N1C(C(=O)N1CCN(S(=O)(=O)c3ccccc3F)CC1)CS2` (configuration not stated) is listed with -1, -7, -2, 0, 0, 2.6, 26, -5, 1

Source: PubChem BioAssay
